Screens deposited in PubChem BioAssay by National Center for Advancing Translational Sciences (NCATS).
HTT ATP protect – cytoprotection in Huntington HTT-Q103 PC12 cell model. PC12 HTT-Q103 induced, cytoprotection, ATP luminescence, 40 h. Potency, µM (titrated, usually from 56.4 µM), for the others: cytoprotection (ATP increase), usual class: activators. hit rate 0.14% among 230,000;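 also: % of control where 0% means no effect; nearly all actives have a fitted effect of over 45% in size; toxic huntingtin expression switched on by the ecdysone agonist tebufenozide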
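Quantitative HTS on tebufenozide-induced (100 nM) PC12 cells expressing HTTQ103 exon 1–GFP; compounds tested as a concentration series; survival measured via cellular ATP.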
IMPase Li inh – cell-permeable IMPase inhibitors with lithium potentiation. CHO-M1 cells, IP1 TR-FRET (IP-One), carbachol + lithium. Potency, µM (top dose mostly 59.4 µM), inactives show at the highest dose activity, negative = IMPase inhibition, most hits filed as inhibitors. hit rate 0.35% among 210,000;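 also: IP1 builds up when IMPase is blocked and the TR-FRET signal falls; plate controls were basal vehicle for no effect and high inhibitor control for full effect; nearly all actives have a fitted effect of over 50% in size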
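CHO cells stably expressing M1 receptor (2000/well) were cultured 16–30 h, then exposed to compounds with a small lithium addition for 30 min at 37C. IP1 was measured by TR-FRET competition; AC50 from Hill fits.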
GAA spleen mod – inhibitors or activators of human alpha-glucosidase in spleen homogenate; P10253; human spleen homogenate, 4-MU-alpha-glucoside fluorescence; Potency, µM (highest dose often 79.9 µM), inactives show at the top dose activity change, negative = inhibition, hits mostly inhibitors; hit rate 0.006% among 240,000; AID 2112;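 also: 0% = enzyme with vehicle and -100% = no enzyme basal signal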
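Human spleen homogenate (1 ug) with 4-methylumbelliferyl-alpha-D-glucopyranoside (1 mM final) in 50 mM citrate/phosphate pH 5.0, 0.01% Tween-20; 40 min at 37 C. Stopped at pH 10; 4-MU fluorescence Ex 365/Em 440 nm; AC50 by Hill fit.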
GAA inhib – inhibitors of human lysosomal alpha-glucosidase. purified human GAA, 4-MU-alpha-glucoside fluorescence. Potency, µM (highest dose often 76.9 µM), for the others: at the highest dose activity change, negative = inhibition, usual class: inhibitors. P10253. hit rate 0.005% among 200,000;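 also: plate controls were uninhibited enzyme wells for no effect and no-enzyme background for full effect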
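qHTS format, compound range up to 77 uM. Human lysosomal enzyme at 4 nM, 400 uM 4-MU glucoside substrate, pH 5.0, 20 min room temperature; fluorescence after alkaline stop gives activity normalized to controls.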
RGS12 GoLoco inh – blocks human Gai1 binding to RGS12 GoLoco peptide, red readout. P63096. Gai1:RGS12 GoLoco peptide FP, rhodamine, 10 min. Potency, µM (top dose mostly 61.6 µM), for the others: at the top dose activity, negative = inhibition, hits mostly inhibitors. hit rate 0.44% among 230,000; active = well fitted inhibition curve with a large enough effect, not every such curve was filed as active; inactive = no such curve, though single readings can be large or run the other way; also: % is scaled to controls: 0 for no effect and ±100 for the full control effect; nearly all actives have a fitted effect of over 30% in size; many of its hits are not listed in these tables
Target sequence (P63096 whole entry, looked up): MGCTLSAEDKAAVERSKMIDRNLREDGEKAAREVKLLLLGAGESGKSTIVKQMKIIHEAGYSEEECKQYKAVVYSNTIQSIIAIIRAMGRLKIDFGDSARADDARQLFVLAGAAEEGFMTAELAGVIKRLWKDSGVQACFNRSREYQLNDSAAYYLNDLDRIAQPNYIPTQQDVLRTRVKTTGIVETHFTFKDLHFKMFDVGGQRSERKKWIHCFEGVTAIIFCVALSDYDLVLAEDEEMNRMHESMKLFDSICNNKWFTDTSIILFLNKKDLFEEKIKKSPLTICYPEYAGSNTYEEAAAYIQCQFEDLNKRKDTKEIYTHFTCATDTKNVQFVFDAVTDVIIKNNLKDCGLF
HTT aggregate – mutant huntingtin aggregation inhibition. PC12 HttQ103-GFP aggregates, Acumen cytometry, 40 h. Potency, µM (top dose mostly 46.1 µM), without a hit: top-dose activity change, negative = inhibition, most hits filed as inhibitors. hit rate 1.1% among 220,000. AID 1688; also: % is scaled to controls: 0 for no effect and ±100 for the full control effect; nearly all actives have a fitted effect of over 60% in size
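Huntingtin Q103 exon 1–GFP aggregates in induced PC12 cells (100 nM tebufenozide) were quantified by cytometry from lysates, with compounds dosed in titration.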
GAA glycogen – alters human alpha-glucosidase cleavage of glycogen | P10253 | recombinant GAA, glycogen substrate, Amplex Red glucose oxidase fluorescence | Potency, µM (highest dose often 76.4 µM), for inactives: top-dose activity change, negative = inhibition, actives largely listed as inhibitors | hit rate 0.38% among 300,000 | AID 2100;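 also: 0% = full enzyme reaction and -100% = no-enzyme basal signal; the screen sought inhibitors and activators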
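qHTS, 1536-well; enzyme 4 nM final; cpd up to 77 uM; substrate bovine liver glycogen 30 ug; 50 mM citrate/phosphate pH 5.0, 0.01% Tween-20; 37 C, 40 min; Amplex Red detection 45 min RT; Hill fit → AC50.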
Active calls of the source: *; u = inconclusive; x = not tested or not shown; & = joins results of further samples; [ ] = dose if it differs, or a comment. Unless noted, calls follow the shape of the dose curve; as a rule, active = well fitted curve in the direction sought with a large enough effect; inconclusive = small, poorly fitted or top-dose-only effect, or another doubt; inactive = no such curve, though single readings can be large; an effect the other way counts as inactive or inconclusive. Potency is read from the fitted curve at half-maximal effect. Some of the compounds tested; count on the stated rates, not on these rows.

Start of the data: the first 2 records as a preview:
SMILES | HTT ATP protect | IMPase Li inh | GAA spleen mod | GAA inhib | RGS12 GoLoco inh | HTT aggregate | GAA glycogen
CCn1c(SCC(=O)N(C)C2CCS(=O)(=O)C2)nnc1-c1ccccc1 (configuration not stated) | 9%[10 µM] | -4% | -4% | -10% | 6% | 2% | 3%
COc1cccc(C(=O)NC(=S)Nc2ccc(Cl)cc2C(=O)O)c1 | -6%[10 µM] | x | 1% | x | 13% | -15%[9.22 µM] | -1%

The list itself (from the top)
SMILES | HTT ATP protect | IMPase Li inh | GAA spleen mod | GAA inhib | RGS12 GoLoco inh | HTT aggregate | GAA glycogen
CCn1c(SCC(=O)N(C)C2CCS(=O)(=O)C2)nnc1-c1ccccc1 (configuration not stated) | 9%[10 µM] | -4% | -4% | -10% | 6% | 2% | 3%
COc1cccc(C(=O)NC(=S)Nc2ccc(Cl)cc2C(=O)O)c1 | -6%[10 µM] | x | 1% | x | 13% | -15%[9.22 µM] | -1%
O=C(O)CCC(=O)N1CCc2cc(S(=O)(=O)NCc3cccs3)ccc21 | -17% | -8%[38.3 µM] | -8% | -2% | 4% | -15% | -3%
Cn1cc(CNCc2cnc3ccccn23)c(-c2ccc(Oc3ccccc3)cc2)n1 | 8%[10 µM] | 12% | 0% | -6% | 10% | -1%[9.22 µM] | 0%
CC(=O)c1cn(CCCCCCCCCCn2cc(C(C)=O)c(=O)[nH]c2=O)c(=O)[nH]c1=O | 25% | u | -4% | -2% | 22% | 15% | 7%
COc1ccc(Cn2ccnc2)cc1Br | -24% | 11%[38.3 µM] | 0% | 1% | -3% | -30% | 0%
O=S(=O)(/C=C/c1ccccc1)N1CCN(Cc2ccccc2)CC1 | -41% | 9% | -8% | 7% | -2% | -6% | 4%
N#C/C(=C\c1cccc([N+](=O)[O-])c1)C(=O)NCC1CCCO1 (configuration not stated) | -18%[10 µM] | 26% | 1% | 9% | -26% | 2%[9.22 µM] | 5%
C=CCNc1nc(Nc2ccc(OC)cc2)nc(OCC)n1 | -22% | 27%[38.3 µM] | 3% | -7% | -6% | 0% | 2%
Cc1ccccc1-n1nc(C(=O)O)c(C)c(C#N)c1=O | 6% | -13%[38.3 µM] | -4% | 1% | 9% | -5% | -2%
C=CCn1c(Oc2ccccc2)nc2c1c(=O)n(C)c(=O)n2C | -8%[10 µM] | 1% | -8% | 8% | -2% | -12%[9.22 µM] | 7%
CSCCC(NC(=O)c1cccc(C)c1)C(=O)OCC(=O)NC(=O)c1cccn1C (configuration not stated) | 4%[10 µM] | x | -4% | -17% | x | -21% | -4%
NC(=O)C1(c2ccccc2)CCCN1C(=O)c1ccccc1Br (configuration not stated) | -47%[inhibitor][10 µM] | -3% | x | -5% | 13% | -11% | -9%
CC(=O)Nc1ccc(OCC(O)Cn2c(C)nc3ccccc32)cc1 (configuration not stated) | 14% | -6%[38.3 µM] | -5% | -7% | 2% | -1%[9.22 µM] | 3%
CCC(C)(C(=O)NC1CCCC1)N(C)C(=O)Cc1c[nH]c2ccccc12 (configuration not stated) | -11% | 3% | 10% | -1% | -12% | -15% | 0%
Cc1cccc(NC(=O)COC(=O)c2cc3ccccc3oc2=O)c1 | -34% | 0% | 11% | -2% | 6% | -3% | 4%
O=C(NCCNc1ccc([N+](=O)[O-])cc1)c1ccc(Cl)cc1 | -25% | 4% | -6% | -6% | 2% | -7% | u
CC(C)(C)c1ccc(S(=O)(=O)N2C=CC(C(F)(F)F)=NCC2)cc1 | 5% | 29%[38.3 µM] | 1% | -2% | 3% | 9% | 0%
COc1ccc(NC(=O)c2cn(-c3ccccc3)nc2SC)cc1 | 3%[10 µM] | x | -1% | x | -27% | 3%[9.22 µM] | -8%
CN(CC(=O)Nc1ccccc1F)CC(=O)Nc1ccc(F)c(F)c1F | -32% | 2% | 2% | -4% | 2% | 15% | 6%
CC1CCCCN1c1nc(-c2ccncc2)nc2ccccc12 (configuration not stated) | -17% | 19%[38.3 µM] | 0% | 6% | 10% | -16% | -12%
COc1cccc(C2C=C(c3ccc(Br)s3)Nc3ncnn32)c1OC (configuration not stated) | 17%[10 µM] | 38%[activator] | 1% | 0% | 14% | -4% | -3%
O=C(COC(=O)/C=C/c1cccs1)Nc1nc(-c2cccc(Br)c2)cs1 | 13%[10 µM] | x | 3% | x | 11% | -15%[9.22 µM] | 1%
Cc1ccc(Cc2nc(-c3ccncc3)no2)cc1 | x | 9% | 10% | 7% | 10% | -10% | -5%
CCCCC1=CC2=CC(=O)C(C)(OC(=O)CC)C(=O)C2=CN1Cc1ccc2c(c1)OCO2 (configuration not stated) | -23%&-29%[10 µM] | 8% | -6%[17.4 µM] | x | 14%[14.2 µM] | -35%[9.22 µM] | 6%
CCn1c(O)c(N=Nc2ccc(Cl)c(C(=O)O)c2)c2ccccc21 | 6%[10 µM] | x | -3% | x | 4% | -6%[9.22 µM] | -10%
O=C(O)CSc1ncccc1[N+](=O)[O-] | -2%[10 µM] | -2% | x | x | -6%[14.2 µM] | x | x
CCN(CC)C(=O)CSc1nc2cccnc2n1-c1ccccc1OC | -12%[10 µM] | -3%[38.3 µM] | -2% | -4% | 1% | 7% | 3%
Cc1cc(S(=O)(=O)NCc2ccc(N3CCN(C)CC3)cc2)c(C)s1 | -14%[10 µM] | x | -2% | u | 3% | -11%[9.22 µM] | 13%
O=C(O)C1CCCCC1C(=O)Nc1cccc(C(=O)N2CCCCC2)c1 (configuration not stated) | 4%[0.074 µM] | 14%[38.3 µM] | 8% | 4% | 2% | -4% | 6%
C=CCNC(=S)Nc1c(C(=O)OC)[nH]c2cc(OC)ccc12 | 21%[10 µM] | x | -9% | x | 8% | 18%[9.22 µM] | u
O=C1NC(=S)N/C1=C/c1ccc(-c2c(Br)cc([N+](=O)[O-])cc2Br)o1 | 10%[10 µM] | 29%[38.3 µM] | -13% | 2% | -30% | 14% | 0%
O=[N+]([O-])c1ccc(COc2cccc(CNc3ccc(F)cc3)c2)cc1 | -22%[10 µM] | 27% | -5% | 0% | 0% | 11% | 0%
CC1CCCCC1NS(=O)(=O)c1ccc(S(=O)(=O)NCc2ccncc2)cc1 (configuration not stated) | -2%[10 µM] | x | -4% | -7% | x | u | u
Cc1ccc2oc(-c3ccco3)nc2c1 | -10% | 4%[38.3 µM] | 5% | -5% | 10% | 3% | 0%
Cc1cc(=O)c2ccccc2s1 | -1% | -4%[38.3 µM] | -8% | 4% | -3% | -4% | 0%
Cc1nnc(NC(=O)COc2ccccc2)s1 | -3%[10 µM] | 13%[38.3 µM] | 1% | 4% | 4% | -1% | -7%
CCCNC(=O)c1ccccc1NC(=O)CSCc1ccc(OC)cc1 | -16% | 2%[38.3 µM] | -7% | 0% | -5% | 16% | 15%
COc1ccc(CC(=O)N(Cc2cc3cc(OC)ccc3[nH]c2=O)C(C)C)cc1 | -1% | 7%[38.3 µM] | 1% | 7% | 7% | -2% | 5%
O=C(NC1CCCc2ccccc21)c1ccccc1Br (configuration not stated) | 6%[10 µM] | -4%[38.3 µM] | -3% | -11% | 1% | -12% | 1%
C=CCN1CCN(C(CCC)c2nnnn2Cc2ccco2)CC1 (configuration not stated) | -40%[inhibitor] | 15% | -3% | 4% | 0% | -7% | -3%
CCOC(=O)/C=C(\C)Sc1cc(=O)oc2ccccc12 | 7%[10 µM] | 7% | -3% | -2% | 5% | 8% | -2%
CN(C)c1ccc(NC(=O)CCCc2ccccc2)cc1 | -38% | 6%[38.3 µM] | -6% | 0% | -32% | -8% | 22%
CCOc1cc(-c2noc(N)c2C(=O)OC)cc(OCC)c1OCC | 19% | 2%[38.3 µM] | -9% | u | -1% | -1% | 3%
CCc1c(C)sc(NC(=O)Cn2nc(C)c([N+](=O)[O-])c2C)c1C(N)=O | 4%[10 µM] | 9% | -5% | 14% | 3% | 25%[9.22 µM] | 7%
O=C(c1ccccc1)N1CCN(c2n[nH]c(=O)[nH]c2=O)CC1 | -15% | 5% | -16% | -2% | 2% | 6% | 0%
Cc1nc(NC(=O)C(Cl)Cl)sc1C(=O)N(C)C | u | 9% | 0% | 3% | -1% | 0% | -2%
O=C(CSc1nnc(Cn2nnc(-c3ccccc3)n2)n1-c1ccccc1)Nc1ccc(F)cc1 | -5%[10 µM] | 8%[38.3 µM] | -9% | -7% | 7% | 16% | -1%
O=C(NN=C1CCN(Cc2ccccc2)CC1)c1ccccc1O | -24% | 5% | -1% | 1% | 12% | -28% | u
CCN(CC)C(C(=O)NC1CCCCC1)c1ccc(C)cc1 (configuration not stated) | -52%[inhibitor] | 12% | 5% | -1% | -2% | 6% | 0%
O=C(CCc1nnc(-c2ccsc2)o1)N1CCCCC1CCn1ccnc1 (configuration not stated) | 5%[10 µM] | -1% | 9% | -7% | 9% | -9%[9.22 µM] | 11%
O=C(Nc1cccnc1Cl)c1ccc(=O)oc1 | -3%[10 µM] | x | -6% | x | 3% | -8%[9.22 µM] | 4%
CCOC(=O)NC(NC(=O)OCC)C(=O)c1ccc(F)cc1 | 19% | -3%[38.3 µM] | -12% | 4% | 1% | -13% | 2%

Some of these compounds in order of count of non-hydrogen atoms, descending.
SMILES | HTT ATP protect | IMPase Li inh | GAA spleen mod | GAA inhib | RGS12 GoLoco inh | HTT aggregate | GAA glycogen
O=C(CSc1nnc(Cn2nnc(-c3ccccc3)n2)n1-c1ccccc1)Nc1ccc(F)cc1 | -5%[10 µM] | 8%[38.3 µM] | -9% | -7% | 7% | 16% | -1%
O=C(CCc1nnc(-c2ccsc2)o1)N1CCCCC1CCn1ccnc1 (configuration not stated) | 5%[10 µM] | -1% | 9% | -7% | 9% | -9%[9.22 µM] | 11%
CCOc1cc(-c2noc(N)c2C(=O)OC)cc(OCC)c1OCC | 19% | 2%[38.3 µM] | -9% | u | -1% | -1% | 3%
O=C(NN=C1CCN(Cc2ccccc2)CC1)c1ccccc1O | -24% | 5% | -1% | 1% | 12% | -28% | u
O=C(c1ccccc1)N1CCN(c2n[nH]c(=O)[nH]c2=O)CC1 | -15% | 5% | -16% | -2% | 2% | 6% | 0%
CN(C)c1ccc(NC(=O)CCCc2ccccc2)cc1 | -38% | 6%[38.3 µM] | -6% | 0% | -32% | -8% | 22%
CCOC(=O)/C=C(\C)Sc1cc(=O)oc2ccccc12 | 7%[10 µM] | 7% | -3% | -2% | 5% | 8% | -2%
Cc1nc(NC(=O)C(Cl)Cl)sc1C(=O)N(C)C | u | 9% | 0% | 3% | -1% | 0% | -2%
